Assay outcomes deposited in PubChem BioAssay by The Scripps Research Institute Molecular Screening Center.
pPAFAH inh = pPAFAH (human) enzyme inhibition. Q13093. recombinant pPAFAH, FP-rhodamine probe fluorescence polarization. inhibition, % at 3.39 µM. 330,000 compounds, 1.5% hits;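 active means inhibition above the mean inhibition across the screen plus 3 SD, cut at about 25% in these data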;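 further: inhibitors block binding of the rhodamine activity-based probe so polarization drops; 0% = enzyme with DMSO and 100% = wells lacking pPAFAH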
Target sequence (Q13093 whole entry, looked up): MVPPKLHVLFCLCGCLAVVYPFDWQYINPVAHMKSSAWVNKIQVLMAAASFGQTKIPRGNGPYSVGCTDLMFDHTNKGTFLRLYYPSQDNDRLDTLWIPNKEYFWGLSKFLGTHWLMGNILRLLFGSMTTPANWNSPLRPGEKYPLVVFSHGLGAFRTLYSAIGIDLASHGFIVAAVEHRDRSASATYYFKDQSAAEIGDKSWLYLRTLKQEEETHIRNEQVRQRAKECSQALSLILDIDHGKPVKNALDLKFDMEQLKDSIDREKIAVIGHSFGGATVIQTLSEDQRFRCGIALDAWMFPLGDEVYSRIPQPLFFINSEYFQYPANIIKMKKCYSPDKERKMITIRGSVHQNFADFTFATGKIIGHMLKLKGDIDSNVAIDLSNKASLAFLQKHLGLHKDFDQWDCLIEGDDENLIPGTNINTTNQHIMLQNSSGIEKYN
GSTO1 inh = blocks human GSTO1 in RBBP9 counter-screen. P78417. recombinant GSTO1, activity-based probe fluorescence polarization. inhibition, % at 5.96 µM. 300,000 compounds, 1.1% hits;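 active means inhibition above the campaign mean inhibition plus 3 SD, cut at about 35% in these data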;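 further: 0% = GSTO1-1 with DMSO and 100% = wells lacking GSTO1-1 enzyme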
PAFAH1B3 inh = PAFAH1B3 (human) inhibition. Q15102. recombinant PAFAH1B3, FP-rhodamine probe, fluorescence polarization. inhibition, % at 3.39 µM. 340,000 compounds, 0.28% hits. AID 492972;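 active means inhibition above the screen-wide average of all tested compounds plus 3 SD, cut at about 25% in these data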;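 further: 0% = enzyme with DMSO only and 100% = wells lacking PAFAH1B3 protein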
PAFAH2 inh = PAFAH2 (human) inhibition | recombinant PAFAH2, FP-rhodamine activity probe, fluorescence polarization | inhibition, % at 3.39 µM | 340,000 compounds, 0.99% hits | AID 492956;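 active means inhibition above the mean over all tested compounds plus 3 SD, cut at about 30% in these data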;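 further: inhibitors block probe labeling of enzyme so polarization drops; 0% = enzyme with DMSO and 100% = wells lacking PAFAH2 protein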
PAFAH1B2 inh = blocks human PAF acetylhydrolase 1b catalytic subunit 2; recombinant PAFAH1B2, FP-rhodamine activity probe, fluorescence polarization; AID 492953; P68402; inhibition, % at 3.39 µM; 340,000 compounds, 1.2% hits;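 active means inhibition above the mean of all tested compounds plus 3 SD, cut at about 24% in these data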;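 further: 0% = enzyme with DMSO and 100% = wells lacking PAFAH1B2; many of its hits are not listed in these tables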
LYPLA1 inh = LYPLA1 (human) inhibition in PME1 counter-screen; recombinant LYPLA1, FP-Rh probe fluorescence polarization; inhibition, % at 5.9 µM; 320,000 compounds, 0.16% hits; O75608;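 active means inhibition above the mean of all tested compounds plus 3 SD, set per campaign, cut at about 14% in these data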;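 further: inhibitors block serine hydrolase probe labeling of LYPLA1 so polarization falls; 0% = enzyme with DMSO and 100% = wells lacking LYPLA1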
Target sequence (O75608 whole entry, looked up): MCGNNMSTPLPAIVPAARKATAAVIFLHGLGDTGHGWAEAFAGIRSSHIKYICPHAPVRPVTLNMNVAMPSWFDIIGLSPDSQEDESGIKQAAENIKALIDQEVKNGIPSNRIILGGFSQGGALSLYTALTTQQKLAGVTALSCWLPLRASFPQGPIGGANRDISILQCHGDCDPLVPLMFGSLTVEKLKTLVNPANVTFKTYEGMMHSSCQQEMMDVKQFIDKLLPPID
PAD4 inh = blocks human protein arginine deiminase 4. recombinant PAD4, RCA probe fluorescence polarization. inhibition, % at 6.36 µM. 330,000 compounds, 0.41% hits. AID 485272;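 active means percent inhibition above a cutoff equal to the mean of all tested compounds plus 3 SD, cut at about 15% in these data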;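 further: 0% = PAD4 with RCA probe and DMSO and 100% = probe without PAD4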
PME-1 primary = blocks human protein phosphatase methylesterase 1 | inhibition, % at 5.9 µM | Q9Y570 | 320,000 compounds, 0.53% hits | recombinant PME-1, FP-Rh probe fluorescence polarization;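 active means inhibition above the campaign mean of all compounds plus 3 SD, cut at about 26% in these data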;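 further: competitive labeling of PME-1 active site by serine hydrolase directed probe; 0% = PME-1 with DMSO and 100% = wells lacking PME-1 enzyme; inhibitors block probe labeling so polarization falls and inhibition rises; many of its hits are not listed in these tables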
LYPLA2 inh = counter-screen for PME1 inhibitors: inhibitors of human LYPLA2. 320,000 compounds, 0.38% hits. inhibition, % at 5.9 µM. recombinant LYPLA2, FP-Rh probe fluorescence polarization. O95372;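 active means inhibition above the screen-wide mean plus 3 SD, limit set per campaign, cut at about 26% in these data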;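 further: 0% = LYPLA2 with DMSO and 100% = wells lacking LYPLA2 enzyme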
Target sequence (O95372 whole entry, looked up): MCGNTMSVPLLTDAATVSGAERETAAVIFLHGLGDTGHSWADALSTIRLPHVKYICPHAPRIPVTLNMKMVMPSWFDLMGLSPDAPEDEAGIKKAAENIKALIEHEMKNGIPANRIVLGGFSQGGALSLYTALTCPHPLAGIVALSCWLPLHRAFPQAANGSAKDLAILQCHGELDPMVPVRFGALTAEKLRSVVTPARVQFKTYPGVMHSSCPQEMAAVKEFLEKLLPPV
Starred values were filed as active, the others as inactive; . = no result given. Some of the compounds tested; the hit share may differ from the screen's.

molecule	pPAFAH inh	GSTO1 inh	PAFAH1B3 inh	PAFAH2 inh	PAFAH1B2 inh	LYPLA1 inh	PAD4 inh	PME-1 primary	LYPLA2 inh
Cc1c(Cl)c([N+](=O)[O-])nn1CCCC(=O)Nc1cccc(Cl)c1Cl	2.6	0.1	-1.6	2.1	2.2	5.8	4.2	9.7	5.2
O=Cc1ccccc1-c1cn(CN2C(=O)c3ccccc3C2=O)nn1	1.9	25.9	6.5	-4.1	0.1	-0.3	2.5	1.2	1.0
CN(Cc1nc(C(c2ccccc2)c2ccccc2)no1)CC1COCCO1 (stereo not given)	-4.0	-6.5	14.5	-3.0	2.5	-3.3	-3.5	-7.0	1.1
CC(C)C(=O)NNC(=O)CSc1ncnc2c1cnn2-c1ccccc1Cl	3.9	-5.8	3.2	-5.2	3.9	-1.7	2.2	-1.0	-2.8
C[C@H]1[C@H](C)CC[C@]2(C(=O)O)CC[C@]3(C)C(=CC[C@@H]4[C@@]5(C)CC[C@H](O)C(C)(C)[C@@H]5CC[C@]43C)[C@H]12	0.8	-5.0	-1.7	12.3	1.7	0.0	-4.7	-4.6	2.2
CCOC(=O)c1cn(-c2ccc(F)c(F)c2F)c2c(F)c(F)c(F)cc2c1=O	2.3	7.5	7.3	-5.1	6.3	-1.3	-1.0	-2.4	2.3
O=C(c1csc2ccccc12)N1CCN(c2ccccn2)CC1	6.4	10.7	0.3	-0.3	1.1	-0.5	-0.8	-3.4	-0.1
O=C(COC(=O)/C=C/c1ccccc1[N+](=O)[O-])Nc1ccc2[nH]c(=O)[nH]c2c1	13.5	.	12.8	-3.9	3.7	.	1.2	.	.
COc1ccc(C)cc1S(=O)(=O)NC(C)C(=O)NC1CC1 (stereo not given)	-9.8	-2.6	6.3	3.2	2.9	-0.5	2.5	2.4	1.7
CCCN1C(=O)C2(C(C(=O)c3ccc(C)o3)=C(O)C(=O)N2CCCOC)c2ccccc21 (stereo not given)	5.4	-3.9	4.7	4.8	-1.4	-0.6	-1.8	-4.6	2.6
NS(=O)(=O)c1ccc(NC(=O)Nc2cccc3ccccc23)cc1	7.7	-25.4	6.2	-2.6	4.0	-11.9	-4.1	3.3	-3.2
CC1CCN(c2ccc(-c3cccs3)nn2)CC1	4.1	-0.3	9.7	4.8	4.1	-2.7	-8.7	0.1	7.4

The listing continues:
molecule	pPAFAH inh	GSTO1 inh	PAFAH1B3 inh	PAFAH2 inh	PAFAH1B2 inh	LYPLA1 inh	PAD4 inh	PME-1 primary	LYPLA2 inh
COCc1nnc(NC(=O)c2cc(C(=O)OC)cc([N+](=O)[O-])c2)s1	-9.7	-12.4	-0.1	-2.8	5.2	-0.9	-12.1	-5.7	-2.3
COC(=O)[C@@]1(Cc2ccccc2)[C@H]2C(=O)N(C)C(=O)[C@H]2[C@H]2CN=C(SCc3ccccc3)N21	1.4	.	7.7	5.7	7.6	.	2.5	.	.
CC1CCC2(CC1)C(Nc1cccc(Cl)c1)=NC(=S)N2CC#N (stereo not given)	7.4	8.2	-1.9	-6.2	1.0	-1.8	0.3	-1.3	-2.0
CC(C)Oc1ccc(N2CC(C(=O)Nc3ccc(N4CCOCC4)cc3)CC2=O)cc1 (stereo not given)	2.2	-1.3	2.7	-4.0	0.5	-5.1	-4.1	-3.1	-9.5
O=C(OCC(=O)c1ccc[nH]1)c1ccc(F)c(S(=O)(=O)N2CCOCC2)c1	-2.9	.	11.3	16.0	-4.2	.	-0.2	.	.
CC(C)NS(=O)(=O)c1ccc(OCC(=O)Nc2ccc3c(c2)OCCO3)cc1	3.6	3.1	3.0	3.4	3.5	0.5	-2.4	0.3	3.5
O=C(NCCCN1CCCCCC1)C1CC(=O)N(C2CCCC2)C1 (stereo not given)	-8.1	1.9	-5.3	3.1	-1.0	-0.5	-0.9	-9.1	-7.1
Cc1nnc(SCC(=O)Nc2ccc3c(c2)OCCO3)n1CC1CCCO1 (stereo not given)	1.8	4.3	0.3	3.1	4.3	-3.1	4.4	-1.4	-2.2
Nn1c(SCC(=O)Nc2ccc(N3CCOCC3)cc2)nnc1-c1ccccc1F	1.9	.	-8.2	-0.3	-0.1	1.6	-0.6	0.3	0.0
COc1ccc(CNC(=O)C(=O)NCC2OCCCN2S(=O)(=O)c2cccs2)cc1 (stereo not given)	8.6	0.8	0.2	4.8	27.4*	-3.1	-4.5	3.2	3.0
Cc1noc(C)c1COC(=O)[C@H](C)NS(=O)(=O)c1ccc(Cl)c(Cl)c1	1.0	1.6	1.9	13.0	6.3	0.1	-7.3	-5.4	-1.1
COc1cc(NC(=O)c2ccccc2Cl)ccc1NC(=O)c1cccs1	2.8	-4.8	2.3	1.0	-0.3	4.2	-2.9	-1.4	3.9

The list continues.
molecule	pPAFAH inh	GSTO1 inh	PAFAH1B3 inh	PAFAH2 inh	PAFAH1B2 inh	LYPLA1 inh	PAD4 inh	PME-1 primary	LYPLA2 inh
CCOC(=O)c1c(NC(=O)c2ccco2)n(C2CCCCC2)c2nc3ccccc3nc12	6.5	61.9*	58.8*	15.9	19.7	-0.4	15.2*	-2.1	-4.1
COc1ccc(C(C)C)cc1S(=O)(=O)Nc1ccncc1	3.0	-0.8	6.0	3.8	2.7	0.6	-1.9	-4.2	1.8
O=C(Nc1ccccc1C(=O)NCCCn1ccnc1)c1ccc(Cl)cc1Cl	-5.0	12.7	2.4	-0.9	1.8	0.6	-1.2	10.1	2.9
Cc1ccc(C(=O)CNc2cc(C)ccc2C)cc1	3.9	2.2	1.9	-8.8	0.4	1.9	-2.2	2.6	0.6
Cc1ccc(C(=O)Nc2nccs2)cc1S(=O)(=O)N1CCCCC1	2.2	3.5	4.0	5.0	5.6	-2.3	-2.4	4.7	-5.5
CC(C)CC(=O)Nc1cccc(-c2nc3ccccc3[nH]2)c1	1.4	-4.1	3.5	-2.4	2.4	-3.2	-1.4	-6.5	-4.8
O=C(CCCc1ccccc1)NCCCc1ccccc1	9.2	-3.5	6.4	-0.3	9.7	1.2	1.8	-0.8	3.7
CCOc1cc(S(=O)(=O)N2CCN(c3ccc(F)cc3)CC2)c(OCC)cc1-n1cnnn1	-7.5	5.3	-1.5	1.7	-4.1	2.0	-7.3	0.8	-1.2
COc1ccc(OC)c(-c2csc(-c3cccs3)n2)c1	-1.1	-0.9	8.0	5.1	3.9	-1.4	-9.2	2.3	-1.1
O=C(O)c1n[nH]nc1-c1ccccc1	0.4	5.3	-3.0	0.2	0.2	1.5	-4.3	3.9	-4.5
Cc1ccc(Nc2nc(C)c3c(n2)CC(C)CC3=O)c(C)c1 (stereo not given)	2.7	-1.2	8.2	1.8	5.0	1.0	3.2	3.2	0.5
O=C(O)c1ccc(CSc2nnnn2C2CCCCC2)cc1	4.9	3.4	3.8	-5.4	6.1	-1.5	-3.5	4.9	0.9

Next structures follow:
molecule	pPAFAH inh	GSTO1 inh	PAFAH1B3 inh	PAFAH2 inh	PAFAH1B2 inh	LYPLA1 inh	PAD4 inh	PME-1 primary	LYPLA2 inh
NS(=O)(=O)c1ccc(NC(=O)CSc2nc(Nc3ccccc3)nc(N3CCOCC3)n2)cc1	5.7	4.0	4.7	-3.4	2.3	-1.1	-3.7	-6.9	1.7
CCCNC(=O)C(NS(=O)(=O)c1ccc2c(c1)c(=O)n(C)c(=O)n2C)c1ccccc1 (stereo not given)	0.1	16.0	-1.6	2.6	-6.2	1.5	-0.2	4.7	2.7
CC(C)(C)n1nnnc1C(c1ccc(C(F)(F)F)cc1)N(Cc1ccccc1)Cc1ccco1 (stereo not given)	14.8	0.0	3.4	-3.0	6.0	-0.2	-1.1	0.8	0.7
CC1CN(C(=O)CCNC(=O)c2ccccc2Cl)CC(C)O1 (stereo not given)	-4.5	-3.6	-0.1	-2.8	2.6	-2.6	-1.5	-2.6	-8.5
CC(OC(=O)c1snc(C(=O)NC2CCCCC2)c1N)C(=O)NC1CCCCC1 (stereo not given)	3.8	-0.7	4.7	-10.4	-0.3	-0.1	0.1	1.9	7.3
CCOc1ccc(S(=O)(=O)N(CC)CC(=O)N2CCCC2)cc1	2.6	0.5	5.0	-4.7	2.0	-2.2	2.7	-0.1	2.5
COc1cc(CN2CCN(CCc3ccccc3)C(CCO)C2)cc(OC)c1 (stereo not given)	3.3	2.1	0.2	-0.2	0.3	2.2	3.5	2.5	6.1
Cc1cccc(C)c1NCc1nnc(SCC(=O)Nc2nc(-c3ccccc3)cs2)n1-c1ccccc1	1.9	13.4	6.6	-2.3	0.3	0.5	-0.2	1.8	7.5
COc1ccc(C2CC(c3ccccc3)=NN2c2ccc(/C=N/NC(=O)c3ccncc3)cc2)cc1 (stereo not given)	13.7	2.7	3.7	-1.7	0.3	-23.1	-2.1	13.5	-14.7
O=C(COC(=O)c1ccc(NS(=O)(=O)c2ccc(F)c(F)c2)cc1)NCC1CCCO1 (stereo not given)	7.1	2.1	-8.2	17.9	4.5	1.5	-1.5	-6.7	5.8
O=c1oc2ccccc2cc1-c1ccccc1	-3.0	-2.0	1.0	5.1	-2.0	-1.2	-0.9	7.9	-6.5
O=[N+]([O-])c1ccc(/C=N/Nc2ccccn2)cc1	0.8	-1.0	2.4	1.0	5.5	3.9	-3.6	0.7	-0.6

Next structures
molecule	pPAFAH inh	GSTO1 inh	PAFAH1B3 inh	PAFAH2 inh	PAFAH1B2 inh	LYPLA1 inh	PAD4 inh	PME-1 primary	LYPLA2 inh
NC(=O)CSc1nc(C2CC2)nc2sc3c(c12)CCCC3	2.6	-3.9	7.9	5.3	7.4	-3.0	-1.5	-6.0	-2.8
COc1cccc(NC(=O)CCc2nnc3ccc(NCc4ccco4)nn23)c1	9.8	2.2	10.4	2.6	-4.0	-6.0	2.5	-7.3	-3.3
O=C(SCC(O)C(O)CS)c1cccs1 (stereo not given)	4.1	2.9	-2.7	3.1	12.9	1.8	-0.6	-0.8	-0.5
COC(=O)C1C(c2ccccc2)C(C(=O)OCc2ccco2)C1c1ccccc1 (stereo not given)	4.4	-3.5	13.4	-4.8	2.3	-3.4	2.5	1.5	0.9
Cc1ccc(C)c(S(=O)(=O)N2CCCCC2CCNC(=O)C(=O)NCc2ccco2)c1 (stereo not given)	1.7	-5.8	4.0	6.8	4.5	3.8	0.2	-1.0	4.4
Cc1cc(-n2c(C)cc(C(=O)COC(=O)CN=C3NS(=O)(=O)c4ccccc43)c2C)no1	1.3	7.3	8.3	6.6	0.2	-2.6	-4.8	1.0	0.8
COC(=O)C1=C(C)OC(N)=C(C#N)C1c1ccc(OC)c(CSc2ccccn2)c1 (stereo not given)	1.1	4.7	-6.4	2.5	-4.3	0.2	-0.9	9.2	3.1
Cc1ccc(Cn2c(SCCN3CCCCC3)nc3c2c(=O)n(C)c(=O)n3C)cc1	5.4	0.6	-3.5	-8.7	-1.7	5.4	-5.7	5.7	2.8
C[C@H](CO)N1C[C@H](C)[C@@H](CN(C)S(C)(=O)=O)Oc2ccc(N(C)C)cc2C1=O	1.9	.	10.8	-3.8	3.2	.	-4.0	.	.
Cn1nc(C(F)(F)F)c(C#N)c1N1CCN(c2ccccc2)CC1	-0.7	-4.5	-0.5	3.0	6.0	-0.5	-2.8	-0.5	-7.3
Cc1cc(C)nc(Sc2c(C)nn(-c3ccccc3)c2C)n1	2.0	-1.6	1.2	6.7	5.1	0.8	-1.5	-2.0	2.1
COc1cccc(NC(=O)c2nnn(CCc3ccccc3)c2N)c1	5.2	-2.7	7.1	2.9	-0.5	0.9	-2.5	-3.9	-6.7
Cc1ccc(OCCOc2ccc(Cl)cc2Cl)c([N+](=O)[O-])n1	-0.6	-0.2	4.8	4.0	8.7	-3.8	-0.4	-2.1	5.1
